hERG WT inh = KCNH2 (human, wildtype) channel inhibition; U2OS, BacMam KCNH2, thallium flux FluxOr; stronger effect = lower value; 340,000 compounds, 0.37% hits; Q12809; activity change, % at 1.84 µM;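 active = maximum activity change below -70%; inconclusive = maximum activity change between -70% and -50%; inactive = maximum activity change above -50%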; note: % is set by controls: 0 for no effect and ±100 for the full control effect
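U2OS cells were transduced with wild-type KCNH2 virus (2.03 x 10^8 / mL) for 4 h at room temperature, then cultured overnight at 37 C. Thallium flux was read with FluxOr dye. Rate constants were normalized to DMSO controls.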
TSHR antag = human thyrotropin receptor antagonism; P16473; TSHR-expressing cells, TSH-stimulated cAMP HTRF, 2 h; stronger effect = lower value; activity change, negative = inhibition, % at 11.5 µM; 330,000 compounds, 0.2% hits; AID 504810;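 active = activity change below a set negative limit, meaning inhibition stronger than a set level, cut at about -70% in these data; inconclusive = activity change between two set negative limits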; note: % is set by controls: 0 for no effect and ±100 for the full control effect
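Freshly harvested TSHR cells receive pin-tooled compound, then EC80 TSH at 4nM final. After 2 hours at 37 deg C, antibody in lysis buffer and cAMP-d2 are added; 30 minutes at ambient temperature precede the HTRF read.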
BCR signal inh = inhibitors of chronic active B-cell receptor signaling; ABC-DLBCL IkBa-CBG/CBR reporter, luminescence ratio, 4 h; Potency, µM (doses to about 46.1 µM), for the others: at the top dose ratio change, negative = lower green/red ratio, usual class: inhibitors; 340,000 compounds, 0.05% hits; AID 493014; active = well fitted inhibition curve with a large enough effect in the signal ratio, with a control signal flat, not every such curve was filed as active; inconclusive = small, poorly fitted or top-dose-only effect, or effect the other way, or a change in a side signal; the % refers to the signal ratio;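 note: potency is the fitted concentration of half-maximal effect; plate controls were basal doxycycline-induced cells for no effect and cells given 10 µM MG132 for full effect; MG132 reads +100%, hits lower the ratio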
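Concentration-response series (up to 46 uM) were applied to TMD8 dual-reporter cells for 4 h at 37C with doxycycline. Green/red ratio, after filter-overlap correction, defined %Activity; red signal alone was normalised to basal cells and zero luminescence.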
GALK inh = blocks human galactokinase activity; P51570; Purified GALK, Kinase-Glo residual ATP luminescence; Potency, µM (top dose mostly 57.5 µM), inactives show top-dose activity change, negative = inhibition, most hits filed as inhibitors; 270,000 compounds, 0.007% hits; note: potency is the fitted concentration of half-maximal effect; % is set by controls: 0 for no effect and ±100 for the full control effect
Target sequence (P51570 whole entry, looked up): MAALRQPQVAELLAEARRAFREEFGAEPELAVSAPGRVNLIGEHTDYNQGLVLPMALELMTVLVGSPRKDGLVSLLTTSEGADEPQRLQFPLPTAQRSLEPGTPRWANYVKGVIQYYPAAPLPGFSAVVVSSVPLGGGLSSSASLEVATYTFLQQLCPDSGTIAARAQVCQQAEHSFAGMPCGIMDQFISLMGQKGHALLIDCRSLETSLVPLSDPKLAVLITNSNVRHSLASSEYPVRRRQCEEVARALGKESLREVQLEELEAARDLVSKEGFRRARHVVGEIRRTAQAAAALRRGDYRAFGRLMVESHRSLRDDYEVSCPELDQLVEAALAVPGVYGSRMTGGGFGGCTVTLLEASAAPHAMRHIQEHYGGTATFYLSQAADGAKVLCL
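Luminescence from leftover ATP (Ultra-Glo luciferase/luciferin) served as read-out after a 1 h room-temperature reaction of 5 nM GALK with 35 uM ATP and 100 uM galactose.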
PKM2 activator = increases activity of human pyruvate kinase M2 | Potency, µM (top dose mostly 57.5 µM), without a hit: top-dose activation, hits mostly activators | P14618 | 260,000 compounds, 0.34% hits | purified PKM2, Kinase-Glo ATP luminescence, activation; response scale: 0% is enzyme alone, no compound; note: potency is the fitted concentration of half-maximal effect; % is set by controls: 0 for no effect and ±100 for the full control effect; nearly all actives have a fitted effect of over 55% in size
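hPK-M2, >95% pure; 0.1 mM ADP / 0.5 mM PEP final; imidazole pH7.2 buffer w/ 7 mM MgCl2, 50 mM KCl; 1 h RT; Kinase-Glo lum. Intermediate enzyme activity for dual inhibitor/activator qHTS.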
Mito fusion yeast = mitochondrial division inhibition or fusion activation | 320,000 compounds, 0.23% hits | S. cerevisiae fusion-defective mutant growth rescue, CellTiterGlo 48 h | AID 485298 | Potency, µM (highest dose often 46.1 µM), for the others: at the highest dose growth rescue (activation), usual class: activators;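 note: potency is the fitted concentration of half-maximal effect; % of control where 0% means no effect; nearly all actives have a fitted effect of over 45% in size; temperature-sensitive fusion mutants such as fzo1-1 at 37 °C on non-fermentable ethanol glycerol medium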
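Temperature-sensitive fusion-defective S. cerevisiae (e.g. fzo1-1, mgm1-5) were grown with compound in YPEG medium (3% ethanol, 3% glycerol) for 48 hours at 37C. Growth rescue was measured as viability by CellTiterGlo luminescence after 10 minutes at ambient.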
Menin-MLL TR inh = displaces Texas Red mutant MLL peptide from human menin; Potency, µM (titrated, usually from 61.6 µM), inactives show at the highest dose FP activity change, negative = inhibition, usual class: inhibitors; Menin + Texas Red MLL mutant peptide, fluorescence polarization; AID 1768; 270,000 compounds, 0.23% hits; active = well fitted inhibition curve with a large enough effect in the polarisation, with a control signal flat, not every such curve was filed as active; inconclusive = small, poorly fitted or top-dose-only effect, or effect the other way, or a change in a side signal; inactive = no such curve, though single readings can be large or run the other way; the % refers to the polarisation; note: potency is the fitted concentration of half-maximal effect; % of control where 0% means no effect; many of its hits are not listed in these tables
Eya2 inh = Eya2 (human) phosphatase inhibition; recombinant Eya2, OMFP fluorescence dephosphorylation (OMFP is methylfluorescein phosphate); 330,000 compounds, 0.006% hits; Potency, µM (top dose mostly 76.9 µM), without a hit: at the top dose activity, negative = inhibition, actives largely listed as inhibitors; O00167; AID 488837; note: potency is the fitted concentration of half-maximal effect; % is set by controls: 0 for no effect and ±100 for the full control effect
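Eya2 (0.2 uM) preincubated 10 min at ambient with compound, then OMFP substrate added at 50 uM; 10 min reaction in 50 mM HEPES pH 7.5, 50 mM NaCl, 5 uM MgCl2, 0.05% BSA, 1 mM DTT. Fluorescence read at Ex 485/Em 525 nm.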
ASM inhibitor = blocks human secretory acid sphingomyelinase; P17405; placental ASM, HMU-PC fluorogenic substrate, 60 min; Potency, µM (doses to about 57.5 µM), for inactives: at the highest dose activity change, negative = inhibition, actives largely listed as inhibitors; 340,000 compounds, 0.006% hits; AID 504937; note: potency is the fitted concentration of half-maximal effect
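Fluorogenic HMU-PC substrate (9 uM final) is turned over by placental ASM in 60 min at 37 C after a 10 min compound preincubation. Reaction ended by alkaline stop (pH 10), with fluorescence read at 386/447 nm.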
USP2a block = USP2a (human) protease inhibition | O75604 | USP2 core, Ub-CHOP2 coupled fluorogenic reporter, 485/531 | Potency, µM (doses to about 38.3 µM), for inactives: at the highest dose activity change, negative = inhibition, most hits filed as inhibitors | 330,000 compounds, 0.01% hits | AID 463254;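 note: potency is the fitted concentration of half-maximal effect; plate controls were DMSO wells for no effect and full inhibition by NEM control for full effect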
Target sequence (O75604 whole entry, looked up): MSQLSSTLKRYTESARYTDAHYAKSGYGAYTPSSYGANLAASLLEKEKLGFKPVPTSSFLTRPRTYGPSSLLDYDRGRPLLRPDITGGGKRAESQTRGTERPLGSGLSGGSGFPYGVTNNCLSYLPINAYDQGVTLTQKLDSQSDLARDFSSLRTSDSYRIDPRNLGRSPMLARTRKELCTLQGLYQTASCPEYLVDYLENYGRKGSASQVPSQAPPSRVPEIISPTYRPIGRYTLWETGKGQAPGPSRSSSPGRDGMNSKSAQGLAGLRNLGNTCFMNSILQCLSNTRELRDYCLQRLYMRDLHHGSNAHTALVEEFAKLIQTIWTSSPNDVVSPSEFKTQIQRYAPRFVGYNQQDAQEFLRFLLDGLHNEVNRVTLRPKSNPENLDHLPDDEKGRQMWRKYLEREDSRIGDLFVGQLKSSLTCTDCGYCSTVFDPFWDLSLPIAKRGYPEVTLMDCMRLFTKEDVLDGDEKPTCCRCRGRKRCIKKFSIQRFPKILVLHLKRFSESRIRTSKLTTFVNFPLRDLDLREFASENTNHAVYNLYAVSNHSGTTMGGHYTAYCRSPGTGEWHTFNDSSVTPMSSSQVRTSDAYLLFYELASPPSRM
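Cell-free coupled assay: 10nM USP2 core preincubated 30min RT with compound in Tris-HCl pH 8.0/CaCl2/CHAPS buffer, then 25nM Ub-CHOP2 and 25nM reporter substrate; fluorescence (Ex 485/Em 531) read after 60min RT, normalized to NEM inhibition, concentration-response curves fitted.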
MBNL1 CUG block = blocks human MBNL1 binding to CUG repeat RNA. AID 2675. Potency, µM (top dose mostly 57.5 µM), for the others: at the highest dose activity change, negative = inhibition, actives largely listed as inhibitors. TR-FRET MBNL1-His/biotin-(CUG)12 binding, 665/545 ratio. 280,000 compounds, 0.036% hits; active = well fitted inhibition curve with a large enough effect in the signal ratio, with a control signal flat, not every such curve was filed as active; inconclusive = small, poorly fitted or top-dose-only effect, or effect the other way, or a change in a side signal; inactive = no such curve, though single readings can be large or run the other way; the % refers to the signal ratio; note: potency is the fitted concentration of half-maximal effect; % is set by controls: 0 for no effect and ±100 for the full control effect
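Compound titration spanned 92 nM–58 uM against the MBNL1-His/biotin-(CUG)12 complex. After 60 min at room temperature with 5 nM streptavidin-XL665 and 0.055 ng/ul terbium anti-His, ratiometric 665/545 nm emission (Ex 340 nm) normalized to controls.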
* marks the source's active call; other numbers are inactive results; ? = inconclusive; . = not tested or not shown; & = joins results of further samples; [ ] = remark or other dose. Unless noted, calls come from the whole dose curve; as a rule, active = well fitted curve in the direction sought with a large enough effect; inconclusive = small, poorly fitted or top-dose-only effect, or another doubt; inactive = no such curve, though single readings can be large; an effect the other way counts as inactive or inconclusive.

molecule	Eya2 inh	TSHR antag	USP2a block	PKM2 activator	hERG WT inh	GALK inh	ASM inhibitor	MBNL1 CUG block	BCR signal inh	Menin-MLL TR inh	Mito fusion yeast
COc1cccc2c1OC[C@@H](CO)[C@H]2N(C)C(=O)Nc1ccccc1	-1%	-8	1%	-2%	2	-2%	-3%	-5%	-7%	.	2%
CCCCn1c(N)c(N(CC)C(=O)c2cc(Br)ccc2Cl)c(=O)[nH]c1=O	-9%	8	-2%	5%	-10	4%	9%	-5%	-9%	4%	2%
O=C(NNC(=O)c1ccccc1O)c1ccc(NS(=O)(=O)c2ccc(F)c(F)c2)cc1	6%	-6	0%	.	10	.	-1%	.	4%	.	3%
CS(=O)(=O)c1ccc(Cl)c(NC(=O)CSc2n[nH]c(N)n2)c1	-1%	-3	0%	.	6	.	-2%	.	-11%	.	-2%
Cc1ccccc1-c1ccnc2[nH]n(-c3ccccc3)c(=O)c12	-20%	-12	7%	.	-3	-2%	-2%	15%	?	14%	28%
NCCCCCc1nnc(SCc2ccc(Cl)cc2Cl)o1	-2%	11	-4%	2%	-9	0%	-2%	-4%	?	-17%	-10%
COC(=O)c1[nH]c2cc(OC)c(OC)cc2c1NC(=O)c1cccc(OC)c1	-14%	16	1%	-2%	28	5%	-17%	19%	-1%	16%	9%
CCOC(=O)C1CCCN(c2c(NCCc3cccc(C)c3)c(=O)c2=O)C1 (stereo unspecified)	-4%	-9	0%	-1%	-2	7%	0%	-12%	1%	.	4%
O=C(c1cccnc1)N1CCN(C/C=C/c2ccccc2)CC1	-1%	-4	0%	3%	2	0%	2%	4%	-3%	-7%	1%
O=C(COC(=O)/C=C/c1cccc(F)c1)NC(=O)NCc1ccccc1	3%	.	3%	.	-4	.	-2%	.	3%	.	.
COc1ccc(C(=O)Nc2ccc(S(=O)(=O)N3CCCC3)cc2)cc1[N+](=O)[O-]	-10%	-13	0%	-1%	-15	-3%	-4%	10%	4%	?	-2%
COc1ccc(Cc2nn3c(-c4cc(OC)c(OC)c(OC)c4)nnc3s2)cc1	-3%	-1	-7%	7%	-1	2%	?	?	?	5%	15%
O=C(NCCS(=O)(=O)c1ccc(Br)cc1)c1ccc(F)cc1	-22%	14	1%	-4%	-251*	5%	3%	0%	-1%	17%	1%
CCOC(=O)c1c(NC(=O)C2COc3ccccc3O2)sc(C)c1C (stereo unspecified)	1%	7	4%	-5%	1	-1%	-12%	1%	-1%	-22%	13%
Cc1occc1-c1nnc(SCC(=O)NC2CCCCC2C)o1 (stereo unspecified)	-2%	4	0%	.	-11	.	-3%	.	3%	.	2%
CC(=O)NS(=O)(=O)c1ccc(NC(=O)c2cc(-c3ccc(C)c(C)c3)nc3ccccc23)cc1	-26%	-17	?	17%	-3	.	0%	11%	?	57%[activator]	-1%
Cc1ccc(C(=O)Nc2ccccc2C(=O)NCC2CCCO2)cc1 (stereo unspecified)	17%	62	0%	-1%	-3	6%	0%	-4%	?	16%	7%
CCOC(=O)C1C(=O)C=C(c2cccs2)CC1c1ccccc1C (stereo unspecified)	-17%	-29	1%	4%	3	-5%	0%	35%[activator]	22%	4%	16%
N#Cc1cc(C(=O)c2cc(Cl)ccc2O)cn(-c2ccccc2)c1=O	6%	-8	2%	1%	-8	-2%	0%	.	0%	1%	-9%
CCCn1c(N)c(N(CCOC)C(=O)CSCC(=O)Nc2ccc(C)cc2)c(=O)[nH]c1=O	-4%	-8	1%	.	-20	.	5%	.	?	.	-4%
CCc1ccc(C(=O)C(C)OC(=O)Cn2[nH]c(=O)c3ccccc3c2=O)cc1 (stereo unspecified)	-15%	-21	0%	.	0	.	-6%	.	-4%	.	8%
O=[N+]([O-])c1ccccc1/C=N/N1CCN(c2ccncc2S(=O)(=O)N2CCCCC2)CC1	-7%	-8	-1%	1%	4	2%	-14%	?	-4%	-3%	11µM*
CC(=O)NCc1ccc(C(=O)CSc2nnc(-c3ccncc3)n2Cc2ccccc2)o1	9%	3	-1%	-3%	-6	-1%	4%	5%	21%	-5%	-1%
COc1ccc(C(=O)Cn2nnc(-c3ccccc3NC(=O)c3ccco3)n2)cc1	14%	-18	-1%	-2%	2	1%	-2%	-4%	3%	17%	4%

Some of the entries above in another layout.
CC(=O)NS(=O)(=O)c1ccc(NC(=O)c2cc(-c3ccc(C)c(C)c3)nc3ccccc23)cc1
- Eya2 inh: -26%
- TSHR antag: -17
- USP2a block: ?
- PKM2 activator: 17%
- hERG WT inh: -3
- GALK inh: .
- ASM inhibitor: 0%
- MBNL1 CUG block: 11%
- BCR signal inh: ?
- Menin-MLL TR inh: 57%[activator]
- Mito fusion yeast: -1%
Cc1ccc(C(=O)Nc2ccccc2C(=O)NCC2CCCO2)cc1 (stereo unspecified)
- Eya2 inh: 17%
- TSHR antag: 62
- USP2a block: 0%
- PKM2 activator: -1%
- hERG WT inh: -3
- GALK inh: 6%
- ASM inhibitor: 0%
- MBNL1 CUG block: -4%
- BCR signal inh: ?
- Menin-MLL TR inh: 16%
- Mito fusion yeast: 7%

Later entries
molecule	Eya2 inh	TSHR antag	USP2a block	PKM2 activator	hERG WT inh	GALK inh	ASM inhibitor	MBNL1 CUG block	BCR signal inh	Menin-MLL TR inh	Mito fusion yeast
COc1ccc(-c2nc(N)n(C(C)=O)n2)cc1	4%	5	1%	-10%	0	1%	3%	-9%	-1%	6%	3%
Cc1ccc(N2C(=O)[C@@H]3Cc4ccccc4CN3C2=O)cc1	19%	-4	0%	1%	-8	-4%	-4%	-5%	-18%	-26%	1%
Oc1cc(Nc2cccnc2)cc2cccnc12	-17%&2%	-1&-2	-2%&3%	.	.	.	2%	.	?	.	1%
CC12CN3CC(C)(CN(C1)C3c1ccc(F)cc1)C2 (stereo unspecified)	18%	5	0%	.	.	10%	3%	-1%	-5%	8%	4%
CCOc1ccccc1N1CCN(CC(=O)N(C2CCCC2)C2CCS(=O)(=O)C2)CC1 (stereo unspecified)	-7%	14	-2%	.	6	.	8%	.	3%	.	-1%
COc1ccc(-n2c(SCC(=O)NCC3CCCO3)nc3c([nH]c4ccccc43)c2=O)cc1 (stereo unspecified)	8%	20	-3%	0%	-7	14%	-1%	6%	0%	?	8%
COc1ccc(-c2csc(NC(=O)CN3C(=O)NC4(CCCC4)C3=O)n2)c(OC)c1	1%	20	0%	.	2	.	-1%	.	-4%	.	-3%
CCOC(=O)C1=NNC2(c3ccc(C)cc3)C(=O)N(c3ccccc3)C(=O)C12 (stereo unspecified)	-5%	11	-3%	6%	4	.	0%	-8%	-10%	.	1%
O=C(Nc1ccc(N2CCCCCC2)cc1)c1ccc[nH]1	5%	32	-2%	.	5	.	0%	.	?	.	27%
CCOC(=O)C(NCCCO)c1ccccc1 (stereo unspecified)	-4%	4	0%	-1%	-1	3%	4%	-8%	1%	7%	2%
COc1ccc(-n2c(CN3CCC(C)CC3)nc3ccc([N+](=O)[O-])cc3c2=O)c(OC)c1	-6%	-4	1%	24%	-9	-2%	2%	?	?	0%	-31%[inhibitor]
COC(=O)c1ccc2c(=O)n(CCN3CCOCC3)c(SCC(=O)Nc3ccccc3Cl)nc2c1	2%	-14	1%	.	-22	-1%	-7%	2%	-13%	.	12%
CN(C)S(=O)(=O)N1CCN(CC(=O)Nc2ccc(F)cc2)CC1	-21%	13	1%	2%	6	-2%	2%	-4%	-1%	0%	0%
Cc1ccc(-c2nnc(-c3ccccc3)c(N3CCOCC3)n2)cc1	-5%	-9	-2%	-1%	-15	3%	-1%	4%	?	?	-1%

Screening data from PubChem.

Some of the compounds tested (hit frequency here may not be typical).
